# S1P2 blocker – S1P2 (human) receptor antagonism; inhibition, % at 5 µM; cell-based S1P2 antagonist assay, inhibition at 5 uM; 97,000 tested, 0.21% active; O95136; in the data active means inhibition above about 45%;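 further: CRE beta-lactamase reporter cells expressing human S1P2 stimulated with S1P; 0% = agonist at EC80 alone and 100% = agonist plus reference antagonist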
# PostGolgi yeast – growth inhibition of a yeast mutant, post-Golgi transport screen; post-Golgi transport phenotypic cell assay; inhibition, % at 10 µM; 98,000 tested, 0.9% active;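 further: yeast cells grown in 1536-well plates; yeast grown about 18 h at 30C before absorbance read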
# Fibroblast inh – blocks proliferation of human lung fibroblasts; viability, % at 10 µM; LL 47 human lung fibroblast viability, ATP luminescence; stronger effect = lower value; 85,000 tested, 1.1% active;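 active means viability at or below 50% in the single dose screen; inactive means viability above 50%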;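 further: compound exposure lasted 72 h before the ATP readout; 100% = median luminescence of untreated cell-only wells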
#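 Material: human LL 47 lung fibroblast cells; quantity: 1,150 cells/well; medium: IMEM plus 15% FBS; doses: 0.1% DMSO in all compound wells; timing: overnight attachment after seeding, then 72 h compound exposure at 37 °C; detection: CellTiter-Glo luminescence; measure: % viability of median cell-only signal; controls: cell-only wells, no compound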
# H69AR inhibit – blocks growth of human H69AR lung tumor cells | AID 598 | H69AR lung tumor viability, ATP luminescence, 72 h; stronger effect = lower value | viability, % at 10 µM | 85,000 tested, 6% active;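 active means viability at or below 40%; inactive means viability above 40%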;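 further: multidrug resistant small cell line overexpressing MRP-1 efflux transporter; 100% = mean luminescence of untreated control wells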
# DAT uptake mod – human DAT dopamine uptake with cocaine, either direction | Q01959 | B-score at 10 µM | LLC-PK1 hDAT cells, [14C]-dopamine uptake with cocaine IC80; actives deviate in either direction | 110,000 tested, 1.3% active | AID 449768;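 active means Z score or B-score, a plate-position-corrected score, falls beyond the plate's 99.7% confidence bounds, in either direction; inactive means both scores lie inside the 99.7% bounds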;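 further: scored against the spread of the other compound wells on the same plate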
# Target sequence (Q01959 whole entry, looked up): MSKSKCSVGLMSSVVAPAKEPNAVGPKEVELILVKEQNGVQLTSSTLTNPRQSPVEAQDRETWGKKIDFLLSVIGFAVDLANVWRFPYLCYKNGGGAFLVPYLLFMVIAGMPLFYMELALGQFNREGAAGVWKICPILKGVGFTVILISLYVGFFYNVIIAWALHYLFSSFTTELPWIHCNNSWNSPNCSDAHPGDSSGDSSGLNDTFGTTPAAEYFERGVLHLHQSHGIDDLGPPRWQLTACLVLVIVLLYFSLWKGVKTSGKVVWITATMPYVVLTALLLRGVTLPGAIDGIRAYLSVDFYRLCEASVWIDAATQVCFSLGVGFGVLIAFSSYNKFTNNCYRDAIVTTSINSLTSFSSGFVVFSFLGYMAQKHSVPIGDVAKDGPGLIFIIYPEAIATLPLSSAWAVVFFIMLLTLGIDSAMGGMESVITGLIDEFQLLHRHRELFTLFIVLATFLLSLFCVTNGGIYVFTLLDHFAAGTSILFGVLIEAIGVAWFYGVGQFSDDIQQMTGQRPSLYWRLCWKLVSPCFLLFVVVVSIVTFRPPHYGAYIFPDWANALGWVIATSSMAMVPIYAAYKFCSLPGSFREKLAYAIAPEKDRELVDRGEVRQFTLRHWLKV
# E coli WT exp – growth inhibitors of E. coli BW25113 wild type | OD600 absorbance | growth inhibition, % at 100 µM | 98,000 tested, 0.15% active | AID 710;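 active means growth inhibition above about 50% at one test dose, limit read from the data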;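 further: growth measured after 20 h incubation at 37 °C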
# PostGolgi ctrl – inhibits growth of the yeast control strain | 98,000 tested, 5% active | inhibition, % at 10 µM | efflux-deficient yeast background strain, growth absorbance A615, 16 h
# S1P2 ag – activates the human S1P2 receptor | 97,000 tested, 0.46% active | activation, % at 4.5 µM | S1P2-expressing cell line, agonist reporter read-out; in the data active means activation above about 16%;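 further: 0% = vehicle low control and 100% = maximal reference agonist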
# HUVEC prolif 384 – human endothelial cell proliferation inhibition. HUVEC proliferation, CellTiter-Glo luminescence, 72 h; stronger effect = lower value. viability, % at 10 µM (by protocol). 86,000 tested, 1.1% active. AID 648;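 active means viability at or below 30%; inactive means viability above 30%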;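 further: 100% = median luminescence of DMSO-only cell control wells on each plate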
# Active calls of the source: *; . = not tested or not shown. Unless noted, no stated cut-off is given here; in the data, active means inhibition above about 30%; inactive means the rest. Only part of the results is shown (hit frequency here may not be typical).
1) C1COC(NC(C2CC2)C2CC2)=N1
2) O=C(O)c1cccnc1Nc1cccc(C(F)(F)F)c1
3) CCn1cc(C(=O)O)c(=O)c2cnc(N3CCNCC3)nc21
4) COc1ccc(C2CNC(=O)C2)cc1OC1CCCC1 (configuration not stated)
5) CCC(NC(C)C)C(O)c1ccc(O)c2[nH]c(=O)ccc12 (configuration not stated)
6) Cc1cccc2c1NC(=O)C2(c1ccc(O)cc1)c1ccc(O)cc1
7) CC1Cc2ccccc2N1NC(=O)c1ccc(Cl)c(S(N)(=O)=O)c1 (configuration not stated)
8) CN1CCCN=C1COC(=O)C(O)(c1ccccc1)C1CCCCC1 (configuration not stated)
entry no.	1	2	3	4	5	6	7	8
H69AR inhibit	78	89	98	89	94	.	87	92
S1P2 blocker	.	.	.	.	.	8	.	.
Fibroblast inh	88	105	101	88	88	.	93	87
E coli WT exp	.	.	.	.	.	11	.	.
DAT uptake mod	0.31	1.9	0.39	0.13	-0.95	1.5	0.074	0.054
S1P2 ag	.	.	.	.	.	-4	.	.
PostGolgi yeast	.	.	.	.	.	6	.	.
HUVEC prolif 384	95	84	95	97	78	.	94	92
PostGolgi ctrl	.	.	.	.	.	11	.	.

# Structural class: the entries above containing a COOH group (2)
2) O=C(O)c1cccnc1Nc1cccc(C(F)(F)F)c1
3) CCn1cc(C(=O)O)c(=O)c2cnc(N3CCNCC3)nc21
entry no.	2	3
H69AR inhibit	89	98
S1P2 blocker	.	.
Fibroblast inh	105	101
E coli WT exp	.	.
DAT uptake mod	1.9	0.39
S1P2 ag	.	.
PostGolgi yeast	.	.
HUVEC prolif 384	84	95
PostGolgi ctrl	.	.

# Entries of single compounds, looked up by structure.
# Record of C1COC(NC(C2CC2)C2CC2)=N1 : H69AR inhibit = 78; S1P2 blocker = .; Fibroblast inh = 88; E coli WT exp = .; DAT uptake mod = 0.31; S1P2 ag = .; PostGolgi yeast = .; HUVEC prolif 384 = 95; PostGolgi ctrl = .
# Record of CC1Cc2ccccc2N1NC(=O)c1ccc(Cl)c(S(N)(=O)=O)c1 (configuration not stated) : H69AR inhibit = 87; S1P2 blocker = .; Fibroblast inh = 93; E coli WT exp = .; DAT uptake mod = 0.074; S1P2 ag = .; PostGolgi yeast = .; HUVEC prolif 384 = 94; PostGolgi ctrl = .
